IL2 activator: activates IL-2 in a cell-based reporter assay | activation, % (series mostly up to about 46 µM) | hit rate 0.065% among 360,000 | IL-2 activation reporter assay, cell-based qHTS; stimulated with anti-CD3/CD4/CD28 beads; in transgenic mouse T cells; in the data active means activation above about 50%; inconclusive means mostly about 30% to 49%; further: 0% is about no effect
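Screening format: compound pinned onto unstimulated transgenic mouse T cells, 60 min incubation, then anti-CD3/anti-CD4/anti-CD28 bead stimulation for 18 hours at 37 degrees C, followed by EGFP and DsRed detection.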
EPAC2 ag: activates human EPAC2 exchange factor | Potency, µM (highest dose often 154 µM), inactives show top-dose activation, hits mostly activators | hit rate 0.079% among 360,000 | EPAC2 activation, biochemical qHTS; response scale: 100% = 6.5 mM cAMP response | Q8WZA2 | AID 720711; further: potency means the concentration at half of the fitted maximal effect; nearly all actives have a fitted effect of over 50% in size
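Exchange assay: 100 nM EPAC2 with 250 nM Rap1B-BODIPY-GDP and 50 uM GDP. Fluorescence (ex 480/em 540 nm) read every 5 min for 30 min at room temperature. Data normalized to 6.5 mM cAMP as agonist control.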
PI5P4Ka inh: inhibitors of human PI5P4K alpha; PI5P4Kalpha enzyme, ADP-Glo luminescence, 60 min; active compounds read low; max response, %; P48426; AID 652105; hit rate 1.2% among 330,000; active means max response of -50% or lower; inconclusive means between -30% and -50%; inactive means -30% or higher; further: value at the top dose of about 77 µM; on the % scale 0 is the no-effect control and ±100 the full control effect
Target sequence (P48426 whole entry, looked up): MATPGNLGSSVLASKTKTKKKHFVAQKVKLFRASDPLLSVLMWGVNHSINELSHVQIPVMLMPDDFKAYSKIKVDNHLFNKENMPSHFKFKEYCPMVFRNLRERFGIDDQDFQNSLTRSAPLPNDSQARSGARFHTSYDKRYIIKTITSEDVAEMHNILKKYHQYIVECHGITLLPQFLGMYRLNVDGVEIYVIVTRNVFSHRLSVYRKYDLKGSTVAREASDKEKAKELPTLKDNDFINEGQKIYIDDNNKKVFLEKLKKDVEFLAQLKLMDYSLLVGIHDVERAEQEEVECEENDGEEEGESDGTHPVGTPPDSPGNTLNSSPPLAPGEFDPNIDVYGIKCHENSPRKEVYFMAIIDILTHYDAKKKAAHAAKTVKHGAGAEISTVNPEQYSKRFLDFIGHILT
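Enzyme plus substrate dispensed, test compounds pinned in, then ATP (5 microM final) added. After 60 min at RT, ADP-Glo reagent 1 for 45 min and reagent 2 for 30 min preceded luminescence imaging.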
EPAC1 ag: EPAC1 (human) agonism; O95398; EPAC1 agonist qHTS, biochemical assay; response scale: 100% = response to 6.5 mM cAMP; Potency, µM (top dose mostly 154 µM), without a hit: at the highest dose activation, actives largely listed as activators; hit rate 0.073% among 360,000; AID 720707; further: potency means the concentration at half of the fitted maximal effect; nearly all actives have a fitted effect of over 60% in size
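Compounds were pinned as a concentration titration into mixtures of EPAC1 (100 nM), BODIPY-GDP-loaded Rap1B (250 nM) and GDP (50 uM). After 5 min at room temperature, fluorescence was followed for 30 min; activity was scaled to 6.5 mM cAMP.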
PLK1 PBD block: inhibitors of human PLK1 polo-box domain binding. hit rate 2.8% among 360,000. P53350. Plk1 PBD binding of FITC phosphopeptide, fluorescence polarization. Potency, µM, inactives show max response, negative = inhibition, usual class: inhibitors; further: potency means the concentration at half of the fitted maximal effect; series mostly up to about 57 µM; on the % scale 0 is the no-effect control and ±100 the full control effect; nearly all actives have a fitted effect of over 65% in size
Target sequence (P53350 whole entry, looked up, the tested form may be a part): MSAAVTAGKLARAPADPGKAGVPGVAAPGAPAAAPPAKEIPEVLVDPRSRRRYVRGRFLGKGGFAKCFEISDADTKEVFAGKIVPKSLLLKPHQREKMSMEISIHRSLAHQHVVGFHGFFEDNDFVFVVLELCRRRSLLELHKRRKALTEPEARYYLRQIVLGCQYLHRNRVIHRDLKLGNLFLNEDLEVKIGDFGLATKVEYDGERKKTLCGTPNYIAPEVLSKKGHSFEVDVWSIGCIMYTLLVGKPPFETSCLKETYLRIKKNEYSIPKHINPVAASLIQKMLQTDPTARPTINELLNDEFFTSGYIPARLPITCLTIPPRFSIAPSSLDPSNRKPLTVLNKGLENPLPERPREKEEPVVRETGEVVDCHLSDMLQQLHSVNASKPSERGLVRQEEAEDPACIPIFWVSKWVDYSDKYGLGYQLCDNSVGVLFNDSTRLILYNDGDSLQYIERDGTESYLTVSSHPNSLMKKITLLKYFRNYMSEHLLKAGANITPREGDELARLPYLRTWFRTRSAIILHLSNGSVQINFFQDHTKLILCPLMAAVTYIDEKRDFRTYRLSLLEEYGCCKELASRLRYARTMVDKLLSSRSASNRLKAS
WRN inhibitor: WRN helicase (human) inhibition; hit rate 0.46% among 360,000; Potency, µM (series often up to 114 µM), for inactives: at the top dose activity change, negative = inhibition, hits mostly inhibitors; AID 651768; WRN helicase unwinding, fluorescent forked duplex, kinetic; Q14191; further: potency means the concentration at half of the fitted maximal effect; on the % scale 0 is the no-effect control and ±100 the full control effect; nearly all actives have a fitted effect of over 55% in size
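Screening of the MLSMR collection measured strand separation of a quenched forked DNA duplex (100 nM) by 20 nM WRN with 2 mM ATP, all final. Compounds were preincubated with enzyme 15 min at room temperature.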
CCT modulator: modulators of cytosolic chaperonin (CCT/TRiC) activity | AID 651819 | hit rate 0.3% among 360,000 | purified chaperonin ATPase assay, HTRF ADP detection, 30 min | activity change, % (test concentration not listed), hits read low; in the data active means activity change below about -30%; further: on the % scale 0 is the no-effect control and ±100 the full control effect
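ATPase activity: ADP formed was measured by HTRF Transcreener (665/615 nm ratio) after 30 min at 37 deg C with 10 uM ATP. Compounds screened at one 76 uM concentration against 40 or 20 nM TRiC in Tris pH 7.4/KCl/MgCl2/DTT buffer.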
EPAC1 antagonist: blocks human EPAC1 exchange factor | EPAC1 GEF assay, Rap1b-BODIPY-GDP exchange fluorescence | Potency, µM (doses to about 115 µM), without a hit: at the top dose activity change, negative = inhibition, hits mostly inhibitors | hit rate 0.14% among 360,000 | AID 720709;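 further: potency means the concentration at half of the fitted maximal effect; plate controls were vehicle for no effect and positive control for full effect; nearly all actives have a fitted effect of over 50% in size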
* marks the source's active call; other numbers are inactive results; [ ] = remark or other dose. Unless noted, the call rests on the fitted dose curve; in most records, active means well fitted curve in the direction sought with a large enough effect; inconclusive means small, poorly fitted or top-dose-only effect, or another doubt; inactive means no such curve, though single readings can be large; an effect the other way counts as inactive or inconclusive. The list is partial, so the mix of outcomes need not match the whole.

How did COc1cc(C(=O)NC(C)c2ccc(S(N)(=O)=O)cc2)ccc1OCC(=O)N1CCOCC1 (stereo not drawn) do in these assays?
IL2 activator: -2.6; EPAC2 ag: -8%; PI5P4Ka inh: -1; EPAC1 ag: 0%; PLK1 PBD block: -2%; WRN inhibitor: -15%; CCT modulator: -4.1; EPAC1 antagonist: 14%

What do the screens show for `CCC(=O)NC(c1cccs1)c1ccc2cccnc2c1O` (stereo not drawn)?
IL2 activator: -2.7; EPAC2 ag: -7%; PI5P4Ka inh: -3; EPAC1 ag: -2%; PLK1 PBD block: 3%; WRN inhibitor: 13%; CCT modulator: -1.3; EPAC1 antagonist: 5%

Results for Cc1nnc(-c2ccc(Cl)cc2)nc1NCCN(C)C ?
IL2 activator: -0.4; EPAC2 ag: 2%; PI5P4Ka inh: 17; EPAC1 ag: 1%; PLK1 PBD block: -5%; WRN inhibitor: -3%[57.1 µM]; CCT modulator: -0.4; EPAC1 antagonist: -27%

How did CC(Oc1cccc(NC(=O)c2cccs2)c1)C(=O)c1ccccc1 (stereo not drawn) do in these assays?
IL2 activator: 0.5; EPAC2 ag: 21%; PI5P4Ka inh: 2; EPAC1 ag: 29%; PLK1 PBD block: -3%; WRN inhibitor: -33%; CCT modulator: -0.9; EPAC1 antagonist: -18%

Results for CCc1noc(C)c1C(=O)Nc1ccc(F)c(F)c1 ?
IL2 activator: 1.4; EPAC2 ag: 4%; PI5P4Ka inh: 3; EPAC1 ag: 4%; PLK1 PBD block: 1%; WRN inhibitor: -7%; CCT modulator: -7.4; EPAC1 antagonist: -6%

How did Cc1ccc(CSc2ncn(-c3ccccc3)n2)cc1 do in these assays?
IL2 activator: 0.9; EPAC2 ag: 2%; PI5P4Ka inh: 2; EPAC1 ag: 2%; PLK1 PBD block: -12%; WRN inhibitor: -6%; CCT modulator: -2.2; EPAC1 antagonist: -11%

Results for CCCCN(CCCC)S(=O)(=O)c1ccc(C(=O)Nc2nnc(CSC)o2)cc1 ?
IL2 activator: 0.3; EPAC2 ag: -27%; PI5P4Ka inh: 1; EPAC1 ag: -1%; PLK1 PBD block: -9%; WRN inhibitor: -3%; CCT modulator: 0.4; EPAC1 antagonist: -22%

What do the screens show for `COCCNC(=O)c1onc(CSc2nc3ccccc3[nH]2)c1C(=O)NCCOC`?
IL2 activator: 1.3; EPAC2 ag: 3%; PI5P4Ka inh: -1; EPAC1 ag: 10%; PLK1 PBD block: -4%; WRN inhibitor: 10%; CCT modulator: 1.2; EPAC1 antagonist: 6%

How did O=C(CSCc1cnn(-c2ccccc2)c1-n1cccc1)NCc1ccc2c(c1)OCO2 do in these assays?
IL2 activator: 0.2; EPAC2 ag: 22%; PI5P4Ka inh: -6; EPAC1 ag: 11%; PLK1 PBD block: -9%; WRN inhibitor: -7%; CCT modulator: -4.3; EPAC1 antagonist: -16%

Results for Cc1nc2ccc(Br)cc2c2c1CC(CBr)O2 (stereo not drawn) ?
IL2 activator: -1.3; EPAC2 ag: 7%; PI5P4Ka inh: 2; EPAC1 ag: 0%; PLK1 PBD block: -15%; WRN inhibitor: 2%; CCT modulator: -1.9; EPAC1 antagonist: -11%

Results for COc1ccc(CCNC(=O)COC(=O)Cc2ccc(OC)cc2)cc1 ?
IL2 activator: -0.6; EPAC2 ag: -4%; PI5P4Ka inh: 5; EPAC1 ag: 11%; PLK1 PBD block: 1%; WRN inhibitor: -6%; CCT modulator: 0.6; EPAC1 antagonist: -6%

Results for CN(C)CCNc1oc(COc2cccc(Cl)c2)nc1C#N ?
IL2 activator: 0.3; EPAC2 ag: 0%[15.6 µM]; PI5P4Ka inh: 3; EPAC1 ag: -17%; PLK1 PBD block: -13%; WRN inhibitor: 13%; CCT modulator: 1.9; EPAC1 antagonist: 2%

What do the screens show for `O=C(O)c1ccc(-c2nc(-c3cccc(C(F)(F)F)c3)cs2)cc1`?
IL2 activator: -0.3; EPAC2 ag: -6%; PI5P4Ka inh: -18; EPAC1 ag: 6%; PLK1 PBD block: inconclusive; WRN inhibitor: -7%; CCT modulator: -1.5; EPAC1 antagonist: 10%

Results for O=C1OCc2ccc(NC(=O)c3ccccc3C(=O)O)cc21 ?
IL2 activator: -4.2; EPAC2 ag: 15%; PI5P4Ka inh: -1; EPAC1 ag: -2%; PLK1 PBD block: -11%; WRN inhibitor: 2%; CCT modulator: -1.2; EPAC1 antagonist: 12%

What do the screens show for `COc1ccccc1CNC(=O)Cn1ccc2cc(S(=O)(=O)N3CCCC3)ccc21`?
IL2 activator: -3.2; EPAC2 ag: 4%; PI5P4Ka inh: 3; EPAC1 ag: 4%; PLK1 PBD block: -9%; WRN inhibitor: -2%; CCT modulator: -0.8; EPAC1 antagonist: -13%

What do the screens show for `COC(=O)C1c2ccccc2-c2ccccc21`?
IL2 activator: -0.6; EPAC2 ag: 10%; PI5P4Ka inh: 0; EPAC1 ag: 6%; PLK1 PBD block: -10%; WRN inhibitor: -4%; CCT modulator: 1.4; EPAC1 antagonist: 19%

What do the screens show for `Cc1ccc(-c2nc(CS(=O)CC(=O)NCc3ccc4c(c3)OCO4)c(C)o2)cc1` (stereo not drawn)?
IL2 activator: -2.2; EPAC2 ag: 6%; PI5P4Ka inh: -4; EPAC1 ag: 2%; PLK1 PBD block: -25%; WRN inhibitor: -3%; CCT modulator: -1.0; EPAC1 antagonist: -10%

How did COc1ccc(-c2csc(N(Cc3ccccc3)C(=O)COc3ccc(Cl)cc3)n2)cc1 do in these assays?
IL2 activator: -0.9; EPAC2 ag: -10%; EPAC1 ag: 0%; PLK1 PBD block: -1%; WRN inhibitor: -1%; CCT modulator: -0.7; EPAC1 antagonist: -2%

How did O=C(CCN1C(=O)C2CCCCC2C1=O)Nc1cc(F)ccc1F (stereo not drawn) do in these assays?
IL2 activator: -0.3; EPAC2 ag: 5%; PI5P4Ka inh: 2; EPAC1 ag: -4%; PLK1 PBD block: -9%; WRN inhibitor: -5%; CCT modulator: 1.6; EPAC1 antagonist: -9%

How did CC12CCC(=O)N1C(C(=O)Nc1nccs1)CS2 (stereo not drawn) do in these assays?
IL2 activator: 0.1; EPAC2 ag: -3%; PI5P4Ka inh: -3; EPAC1 ag: 2%; PLK1 PBD block: 3%; WRN inhibitor: 1%; CCT modulator: -1.1; EPAC1 antagonist: 1%

What do the screens show for `NS(=O)(=O)c1ccc(CNC(=O)c2cc(=O)[nH]c3ccccc23)cc1`?
IL2 activator: 0.6; EPAC2 ag: -1%; PI5P4Ka inh: 0; EPAC1 ag: 10%; PLK1 PBD block: 3%; WRN inhibitor: -3%; CCT modulator: 0.3; EPAC1 antagonist: -9%

How did Cc1nc2ccc(NS(=O)(=O)c3cccc([N+](=O)[O-])c3)cc2s1 do in these assays?
IL2 activator: -0.6; EPAC2 ag: -2%; PI5P4Ka inh: -13; EPAC1 ag: 1%; PLK1 PBD block: -5%; WRN inhibitor: 4%; CCT modulator: -2.5; EPAC1 antagonist: 7%

How did Cc1c(CNCC(C)c2ccccc2)c(C(=O)O)c(C)n1Cc1ccccc1 (stereo not drawn) do in these assays?
IL2 activator: -1.6; EPAC2 ag: -2%; PI5P4Ka inh: -7; EPAC1 ag: -7%; PLK1 PBD block: -1%; WRN inhibitor: -4%; CCT modulator: -3.3; EPAC1 antagonist: 2%

What do the screens show for `CCOC(=O)c1ccccc1NC(=O)C=C(C)C`?
IL2 activator: -0.4; EPAC2 ag: 13%; PI5P4Ka inh: 26; EPAC1 ag: -3%; PLK1 PBD block: 6%; WRN inhibitor: -19%; CCT modulator: 0.1; EPAC1 antagonist: -2%

Results for CC(C)(O)C#Cc1ccc([C@@H]2C[C@H]3CN(c4ccccc4)C(=O)[C@]34CCCN24)s1 ?
IL2 activator: -3.9; EPAC2 ag: 6%; PI5P4Ka inh: 4; EPAC1 ag: -2%; PLK1 PBD block: -10%; WRN inhibitor: -2%; CCT modulator: -2.3; EPAC1 antagonist: -2%

How did CCCc1[nH]nc2c1C(c1ccccc1OC)C(C#N)=C(N)O2 (stereo not drawn) do in these assays?
IL2 activator: 3.2; EPAC2 ag: -9%; PI5P4Ka inh: 1; EPAC1 ag: 5%; PLK1 PBD block: inconclusive; WRN inhibitor: -10%; CCT modulator: -6.0; EPAC1 antagonist: -28%

How did Cc1occc1C(=O)NNC(=O)C(c1ccccc1)c1ccccc1 do in these assays?
IL2 activator: -3.5; EPAC2 ag: 0%; EPAC1 ag: 1%; PLK1 PBD block: -6%; WRN inhibitor: -3%; CCT modulator: -2.1; EPAC1 antagonist: -2%

Results for Cc1ccccc1C(=O)c1cccn1CC(=O)NCc1ccccc1 ?
IL2 activator: -0.4; EPAC2 ag: 6%; PI5P4Ka inh: 0; EPAC1 ag: -3%; PLK1 PBD block: 3%; WRN inhibitor: 3%; CCT modulator: -2.8; EPAC1 antagonist: 19%

How did Cc1ccnc2c(N3C(=O)C4C5C=CC(C5)C4(C)C3=O)cccc12 (stereo not drawn) do in these assays?
IL2 activator: 1.4; EPAC2 ag: -1%; PI5P4Ka inh: 1; EPAC1 ag: 0%; PLK1 PBD block: -10%; WRN inhibitor: -4%; CCT modulator: -3.1; EPAC1 antagonist: -19%

What do the screens show for `COc1cc(/C=C/C(=O)OCC(=O)N2c3ccccc3NC(=O)C2(C)C)cc(OC)c1OC`?
IL2 activator: 0.1; EPAC2 ag: 12%; PI5P4Ka inh: inconclusive; EPAC1 ag: -2%; PLK1 PBD block: -1%; WRN inhibitor: 7%; CCT modulator: 2.5; EPAC1 antagonist: 5%

Results for N#CC1=C(SCc2ccccc2)NC(=O)C(C#N)C12CCCC2 (stereo not drawn) ?
IL2 activator: 0.6; EPAC2 ag: 5%; PI5P4Ka inh: 5; EPAC1 ag: -6%; PLK1 PBD block: -17%; WRN inhibitor: -1%; CCT modulator: 1.8; EPAC1 antagonist: -10%

As a short view, some entries already given:
What do the screens show for `NS(=O)(=O)c1ccc(CNC(=O)c2cc(=O)[nH]c3ccccc23)cc1`?
IL2 activator: 0.6; EPAC2 ag: -1%; PI5P4Ka inh: 0; EPAC1 ag: 10%; PLK1 PBD block: 3%; WRN inhibitor: -3%; CCT modulator: 0.3; EPAC1 antagonist: -9%

How did Cc1nc2ccc(NS(=O)(=O)c3cccc([N+](=O)[O-])c3)cc2s1 do in these assays?
IL2 activator: -0.6; EPAC2 ag: -2%; PI5P4Ka inh: -13; EPAC1 ag: 1%; PLK1 PBD block: -5%; WRN inhibitor: 4%; CCT modulator: -2.5; EPAC1 antagonist: 7%

Source: PubChem BioAssay
